# M. tuberculosis GlmU = inhibition of mycobacterial GlmU enzyme – biochemical, glucosamine-1-phosphate acetyltransferase (AID 1376) | 220,000 compounds, 0.25% hits | M. tuberculosis GlmU acetyltransferase enzyme assay; higher % means a stronger effect | one-dose inhibition, %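 (tested at 30 µM in the primary screen)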; IC50 in µM for titrated hits; in the data active = inhibition above about 13%;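 also: 0% = complete reaction with vehicle and 100% = reaction without substrate; strong numbers were not always called active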
# Mtb RmlCD inh = blocks M. tuberculosis RmlC and RmlD coupled enzymes | RmlC+RmlD coupled enzyme assay, percent inhibition; primary screen in compound mixtures | inhibition, % at 3.6 µM | P9WH09+P9WH11 | 160,000 compounds, 0.03% hits | AID 1533; in the data active = inhibition mostly above about 34%, no sharp cut-off; also: some results filed as inactive read as strong as hits
# Target sequence (P9WH09 whole entry, looked up): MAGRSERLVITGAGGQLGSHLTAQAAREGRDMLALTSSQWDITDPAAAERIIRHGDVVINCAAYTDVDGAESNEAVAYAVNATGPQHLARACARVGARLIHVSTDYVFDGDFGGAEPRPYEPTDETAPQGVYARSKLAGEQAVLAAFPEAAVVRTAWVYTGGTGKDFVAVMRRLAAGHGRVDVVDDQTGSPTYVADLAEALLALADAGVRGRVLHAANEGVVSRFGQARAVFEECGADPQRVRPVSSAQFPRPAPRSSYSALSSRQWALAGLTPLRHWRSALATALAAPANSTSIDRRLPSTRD
# Target sequence (P9WH11 whole entry, looked up): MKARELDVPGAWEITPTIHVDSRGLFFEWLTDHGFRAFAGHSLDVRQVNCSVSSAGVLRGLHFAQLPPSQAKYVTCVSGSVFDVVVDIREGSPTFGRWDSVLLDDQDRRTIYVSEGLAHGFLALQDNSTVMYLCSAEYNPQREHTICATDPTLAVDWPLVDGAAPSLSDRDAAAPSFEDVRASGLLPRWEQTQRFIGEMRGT
# Active calls of the source: *; / = no result given. Some of the compounds tested (hit frequency here may not be typical).
SMILES	M. tuberculosis GlmU	Mtb RmlCD inh
CCn1nnc2sc3c(c2c1=O)CCC(C)C3 (stereo unspecified)	2.7%	-4
CCOC(=O)N/N=C/c1ccc(OCCSc2ccc(Cl)cc2)c(OCC)c1	-4.9%	-4
O=C(CSc1ncn[nH]1)NCc1ccc2c(c1)OCO2	1.4%	-8
Cc1ccc(CS(=O)(=O)Cc2ccc(C(=O)NCc3ccco3)o2)cc1	0.6%	-21
CS(=O)(=O)c1sc(C(=O)NC(=S)Nc2ccc(OC(F)(F)F)cc2)c2c1C=CCC2	6.2%	-3
COc1cccc(-c2nnc(SCC(=O)N(C(C)C)C(C)C)o2)c1	1.5%	-9
CC(C)CCOCC(=O)Nc1cccc(C(=O)O)c1	4.4%	/
COc1cccc(NC(=O)C2C3CC4OC(=O)C2C4C3)c1 (stereo unspecified)	2.0%	3
COc1ccccc1Nc1n[nH]c(=S)s1	-4.6%	-5
COc1ccccc1NC(=O)c1cc(C)nc2ccccc12	5.3%	4
CCn1c(CNS(=O)(=O)c2ccc(Cl)cc2)n[nH]c1=S	-1.7%	12
Cc1cc2[nH]c(=S)[nH]c2cc1C	2.6%	0
CC(C)Oc1ccc(CNC(=O)Cn2c(=O)oc3ccccc32)cc1	1.0%	-3
O=C(CNC(=O)c1ccco1)OC(C(=O)c1ccccc1)c1ccccc1 (stereo unspecified)	2.3%	5
Nc1c(C(=O)N/N=C/c2cccnc2)cnn1-c1ccccc1	2.3%	10
Cc1ccc(S(=O)(=O)N(NC2=NS(=O)(=O)c3ccccc32)C(=O)c2ccccc2)cc1	0.3%	6
O=S1(=O)N=C(N2CCc3ccccc3C2)c2ccccc21	-3.1%	-1
COc1ccc(-c2cc(=Nc3ccc(C)cc3)c3ccccc3o2)cc1	-1.1%	0
O=c1nc2n(c3ccc([N+](=O)[O-])cc13)CCCCC2	4.2%	4
Cc1ccc(SCCN)cc1C	-5.7%	/
Fc1ccc(/C=N/NC(=S)Nc2ccc(Cl)cc2Cl)cc1	1.0%	23
CCCCC(=O)NCc1ccc(F)cc1	-9.7%	15
O=C(Oc1cccc(N2C(=O)CCC2=O)c1)C1CC(=O)N(c2ccc(Br)cc2)C1 (stereo unspecified)	4.7%	3
COc1cc(C2NC(=S)NC(O)(C(F)(F)F)C2C(=O)c2cccs2)cc(OC)c1O (stereo unspecified)	2.4%	-2
COc1ccc(NC(=O)COC(C)=O)cc1Cl	5.0%	6

# The closing 6 records of the section before are carried over, then new ones follow.
SMILES	M. tuberculosis GlmU	Mtb RmlCD inh
Cc1ccc(SCCN)cc1C	-5.7%	/
Fc1ccc(/C=N/NC(=S)Nc2ccc(Cl)cc2Cl)cc1	1.0%	23
CCCCC(=O)NCc1ccc(F)cc1	-9.7%	15
O=C(Oc1cccc(N2C(=O)CCC2=O)c1)C1CC(=O)N(c2ccc(Br)cc2)C1 (stereo unspecified)	4.7%	3
COc1cc(C2NC(=S)NC(O)(C(F)(F)F)C2C(=O)c2cccs2)cc(OC)c1O (stereo unspecified)	2.4%	-2
COc1ccc(NC(=O)COC(C)=O)cc1Cl	5.0%	6
Cc1ccc(C(=O)/C=C/c2ccc(F)cc2)o1	-1.0%	1
O=C(CCS(=O)(=O)Cc1ccccc1)NCc1ccco1	0.7%	3
Cc1ccc(-n2cc(CNCCN3CCOC3=O)c(-c3cccc(C)c3)n2)cc1	-4.2%	-15
O=C(CSc1ccc(F)cc1)Nc1ccccc1Br	-6.6%	3
COc1cccc(NC(=O)C2CC(=O)N=C(N)S2)c1 (stereo unspecified)	6.8%	-6
CN(CCCNC(=O)CSc1cc(=O)n(C)c2cc(Cl)ccc12)Cc1ccccc1	-3.0%	11
NC(=O)COC(=O)CSc1ccc2ccccc2c1	2.0%	4
CCC(=O)c1ccc(OCC(O)CN2CCCCC2)cc1 (stereo unspecified)	3.9%	/
CCOC(=O)c1sc(NC(=O)Cc2ccc(C)cc2)nc1C	-2.1%	38
O=C(CCn1nnc(-c2cccs2)n1)NC1CCCCC1	4.4%	/
Cc1cc(C(=O)CN2C(=O)c3ccccc3S2(=O)=O)c(C)n1-c1ccccc1	0.5%	-11
CCOC(=O)c1ccc(NS(=O)(=O)CC)cc1	-1.8%	/
CCCCn1cc([N+](=O)[O-])nc1C	1.4%	-11
O=C(Nc1nnc(-c2ccncc2)s1)Nc1ccccc1F	-0.1%	3
COC(=O)NC1(C(F)(F)F)NC(=O)N(C2CCCCC2)C1=O (stereo unspecified)	6.5%	-10
COc1ccccc1N1CCN(CC(=O)NC(=O)NCc2ccco2)CC1	-2.2%	3
COC(c1ccccc1)c1nnc(CCC(=O)NCCC(C)C)o1 (stereo unspecified)	9.4%	-3
Oc1c(C(c2ccccc2)N2CCc3ccccc3C2)sc2ncnn12 (stereo unspecified)	4.0%	7
Cn1c(=O)c(/C=C/c2ccccc2)nc2ccccc21	1.1%	-4
Cc1ccc(S(=O)(=O)N2CCCOC2)cc1	-0.7%	/
COc1ccc(OC)c(S(=O)(=O)NCCc2cn3ccsc3n2)c1	-4.5%	23
CC(C)Cn1c(N)c(C(=O)COC(=O)c2c(F)cccc2F)c(=O)n(C)c1=O	5.2%	32
O=C(COC(=O)C1=COCCO1)Nc1ncc(C(F)(F)F)cc1Cl	3.6%	/
C/C(=N\NC(=O)c1nn(C)c(C)c1Br)c1cccc(NC(=O)c2ccc(F)cc2)c1	-3.5%	/
CC/C(CC(=O)C(F)(F)F)=N\NC(=O)/C(C#N)=C/N(C)C	-7.4%	/

# The list continues:
SMILES	M. tuberculosis GlmU	Mtb RmlCD inh
CCC(CO)NCCNC(CC)CO (stereo unspecified)	7.1%	/
CCCOC(=O)Nc1cc(OC)c(Cl)cc1OC	/	21
CC(CCc1ccc(O)cc1)NCCc1ccc(O)c(O)c1 (stereo unspecified)	2.0%	/
Cc1ccc(NC(=O)Nc2c(Cl)cccc2Cl)cn1	-1.8%	3
COc1ccc(Cn2c(=O)sc3ccccc3c2=O)cc1	-2.9%	-12
COc1cc(C(=O)Nc2ccc(NC(=O)C(C)C)nc2)cc(OC)c1OC	9.1%	/
CCOC(=O)c1ccc(N/C=C/C(=O)c2ccccc2)cc1	-1.9%	17
COc1cccc(/C=C/C(=O)c2ccc(C)c([N+](=O)[O-])c2)c1	0.3%	-51
O=C(CN1CCN(Cc2ccccc2Cl)CC1)N/N=C/C=C/c1ccco1	-0.1%	2
C(=N\n1cnnc1)/c1cccc(Oc2ccccc2)c1	3.5%	/
FC(F)(F)c1cnc2c(c1)Nc1ccccc1S2	8.7%	/
CCc1cc2cc(C)cc(C)c2nc1SCC(=O)N1CCN(C(=O)c2ccco2)CC1	1.3%	/
CC(C)(C)NC(=O)NC(=O)COC(=O)CNC(=O)c1cc(Cl)cc([N+](=O)[O-])c1	-1.3%	3
O=C(N/N=C/c1cc2c(cc1[N+](=O)[O-])OCO2)c1cccnc1	5.2%	-14
Cc1ccc(CNS(=O)(=O)NCc2cccs2)cc1	/	-6
Cc1ccc(C)n1-c1ccc(C(=O)N2CCOCC2)cc1	0.8%	-8
Cc1ccc(NC(=O)COc2ccc(CCO)cc2-n2nc3ccccc3n2)cc1C	-9.6%	-4
Cc1ccc(C(=O)N/N=C\c2cc(Br)c(Br)o2)cn1	/	-3
CCOC(=O)c1ccc(Nc2ncnc3nc[nH]c23)cc1	-3.4%	17
CCOC(=O)c1cc(C)n(-c2ccccc2)c1C	1.9%	4
Cc1ccn2c(C(=O)NN=C3CCN(C)CC3)c(C)nc2c1	7.4%	9
CCOC(=O)N1CCC(NC(=O)CCN2C(=O)C3C4C=CC(C4)C3C2=O)CC1 (stereo unspecified)	-2.5%	-7
O=C(CSc1nc2c(c(=O)n1-c1ccc(Br)cc1)SCC2)Nc1nccs1	-5.0%	-4
O=[N+]([O-])c1ccc2nc(NCCCO)nc(-c3ccccc3)c2c1	2.6%	/
CCOC(=O)C1CCCN(C2CCN(Cc3nc(-c4ccccc4)no3)CC2)C1 (stereo unspecified)	-5.7%	/

# Next section
SMILES	M. tuberculosis GlmU	Mtb RmlCD inh
CC(C)c1ccc(CNC(=O)C(=O)Nc2nccs2)cc1	2.6%	1
NC(=O)c1nnn(-c2ccc([N+](=O)[O-])cc2)c1-c1ccccc1	-1.5%	-4
Fc1ccc(NC(=S)Nc2ccc3nccnc3c2)cc1	5.7%	6
COc1cccc(/C=C/C(=O)NNC(=O)CCN2CCN(Cc3ccccc3)CC2)c1	-1.1%	/
CCCCNC(=O)c1cc(C)no1	7.2%	-14
CCOc1nc(-c2ccccc2Cl)ccc1C#N	-1.3%	-3
CCOC(=O)CNC(=O)CSc1nnc(-c2c[nH]c3ccccc23)n1CC	3.3%	6
Cc1nnc(-c2ccccc2)nc1N(C)C	-6.8%	11
CC(C)CCn1c(SCC(=O)OCn2nnc3ccccc3c2=O)nc2ccccc2c1=O	-4.7%	-8
CC(C)OP(=O)(OC(C)C)C(Nc1ccc([N+](=O)[O-])cc1)c1cccc([N+](=O)[O-])c1 (stereo unspecified)	3.6%	-8
O=C(c1ccco1)N1CCN(C(=O)c2cc(-c3ccccn3)nc3ccc(Cl)cc23)CC1	-9.0%	8
CCOC(=O)N1CCN(C(=O)CNC(=O)Cn2cnc3ccccc3c2=O)CC1	4.1%	4
O=C(O)CN=C1NC2(CCCCC2)Cc2ccccc21	-1.8%	-11
COCCSc1nnc(NC(=O)CSCc2ccccc2)s1	2.0%	15
CCc1ccccc1NS(=O)(=O)c1cc(C)ccc1OC	2.3%	/
CCn1ncc(CNC(=O)C2(C)CC2(Br)Br)c1C (stereo unspecified)	4.8%	9
CC(C)(O)C(=O)NNC(=S)Nc1cccc(C(F)(F)F)c1	-3.0%	-18
Cn1c(N)c(C(=O)COC(=O)C2CCCCC2)c(=O)n(C)c1=O	4.5%	2
CCOc1cccc(-c2nnc3sc(C4CCCCC4)nn23)c1	/	9
COC(=O)c1c(NC(=O)CC2SCC(C(=O)OC)NC2=O)sc2c1CCCC2 (stereo unspecified)	0.8%	-7
COc1cc(C(=O)c2ccccc2)c([N+](=O)[O-])cc1OC	3.8%	4
COc1cc(/C=c2\sc3nc(=O)c(-c4ccccc4)nn3c2=O)ccc1OCCC(C)C	-1.3%	20
CCC(=O)CC(c1ccc([N+](=O)[O-])cc1)c1c(O)c2ccccc2oc1=O (stereo unspecified)	5.8%	-12
COc1ccc(Cn2c(C)c(C)c(C#N)c2NC(=O)Nc2ccc(F)cc2)cc1	1.8%	1
CCCCCC(=O)Nc1cccc(C2=NOC3(C2)C[C@@H](C(N)=O)N(C(=O)c2ccc(OC)cc2)C3)c1 (stereo partly specified)	5.9%	/

# Look-ups from the list:
# CCc1ccccc1NS(=O)(=O)c1cc(C)ccc1OC in M. tuberculosis GlmU shows 2.3%
# CCC(=O)CC(c1ccc([N+](=O)[O-])cc1)c1c(O)c2ccccc2oc1=O (stereo unspecified) in M. tuberculosis GlmU shows 5.8%
# COCCSc1nnc(NC(=O)CSCc2ccccc2)s1 in M. tuberculosis GlmU shows 2.0%
# CCn1ncc(CNC(=O)C2(C)CC2(Br)Br)c1C (stereo unspecified) in Mtb RmlCD inh shows 9

# Full records from above:
# COc1cc(C(=O)Nc2ccc(NC(=O)C(C)C)nc2)cc(OC)c1OC in the list: M. tuberculosis GlmU = 9.1%; Mtb RmlCD inh = /
# COc1cccc(/C=C/C(=O)NNC(=O)CCN2CCN(Cc3ccccc3)CC2)c1 in the list: M. tuberculosis GlmU = -1.1%; Mtb RmlCD inh = /

# (more compounds)
SMILES	M. tuberculosis GlmU	Mtb RmlCD inh
CCOc1ccc(N(CC)S(=O)(=O)c2ccc3c(c2)n(C)c(=O)c(=O)n3C)cc1	2.0%	-14
O=c1[nH]c(SCc2ccc(Cl)cc2)nc2ccccc12	1.4%	3
C/C(=C1/SC(N2CCOCC2)=NC1=O)c1ccc(Cl)cc1	2.6%	105
Nc1cc(N)nc(SCC(=O)Nc2ccc(Br)cc2Cl)n1	1.1%	/
NC(=S)NC(=O)c1ccccc1	/	8
Cn1cc(/C=N/n2cnc3scc(-c4ccc(Cl)cc4)c3c2=O)c2ccccc21	2.6%	11
COc1ccc(OC)c(NC(=O)c2ccc(Cl)cc2)c1	1.4%	7
Cc1nc(N2CCOCC2)c2c(C)c(C(=O)Nc3ccc(C(F)(F)F)cc3)sc2n1	-0.9%	-16
O=C(CN1CCN(C(c2ccccc2)c2ccccc2)CC1)N1CCN(c2ccccc2)CC1	0.2%	-4
N/C(=N\OC(=O)CCn1cccc(C(F)(F)F)c1=O)c1ccc(Cl)cc1	3.0%	-6
CC1(C(=O)O)CCC(C(=O)Nc2ccccc2)C1(C)C (stereo unspecified)	2.0%	10
CC1(C(=O)NC2CCCCCCC2)CC1(Cl)Cl (stereo unspecified)	2.1%	-65
CCN(CC)C(=O)c1cc2c(=O)n3ccccc3nc2s1	0.6%	6
Cc1cc2nc(SCCOC(=O)Nc3ccccc3)nc(C)c2cc1C	-4.2%	4
CN(C)/C=N/c1nc2nccc(-c3cccs3)n2n1	-6.0%	19
O=c1nc(Nc2ccc(Br)cc2)sc2ccc([N+](=O)[O-])cc12	1.6%	/
O=C(CCCc1nc2ccccc2s1)NCc1ccccc1	1.4%	/
COc1ccc(C(=O)C2CCCN(Cc3cnc(C)s3)C2)cc1OC (stereo unspecified)	2.0%	/
CCOC(=O)c1sc2nc(C)nc(SCC(N)=O)c2c1C	-5.5%	2
Cn1nnnc1SCC(=O)Nc1ccccc1Cl	3.0%	-7
C=CCc1cc(C)ccc1OCCOCCn1ccnc1	0.0%	-12
Cn1nnnc1SCC(=O)N1c2ccccc2Sc2ccc(Cl)cc21	-0.5%	-10
O=C(N1CCOCC1)N1CCN(c2ccc(F)cc2)CC1	6.0%	-11
O=C1C2C3C=CC(C3)C2C(=O)N1c1cccc2cccnc12 (stereo unspecified)	3.9%	/
